Screening results deposited in PubChem by National Center for Advancing Translational Sciences (NCATS).
FEN1 inh: qHTS Assay for the Inhibitors of Human Flap endonuclease 1 (FEN1) | 390,000 tested, 0.35% active | Recombinant FEN1 flap cleavage, fluorescence, 15 min | Potency, µM (top dose mostly 114 µM), inactives show at the highest dose activity change, negative = inhibition, hits mostly inhibitors | P39748 | AID 588795, 2011; further: nearly all actives have a fitted effect of over 65% in size
Target sequence (P39748 whole entry, looked up): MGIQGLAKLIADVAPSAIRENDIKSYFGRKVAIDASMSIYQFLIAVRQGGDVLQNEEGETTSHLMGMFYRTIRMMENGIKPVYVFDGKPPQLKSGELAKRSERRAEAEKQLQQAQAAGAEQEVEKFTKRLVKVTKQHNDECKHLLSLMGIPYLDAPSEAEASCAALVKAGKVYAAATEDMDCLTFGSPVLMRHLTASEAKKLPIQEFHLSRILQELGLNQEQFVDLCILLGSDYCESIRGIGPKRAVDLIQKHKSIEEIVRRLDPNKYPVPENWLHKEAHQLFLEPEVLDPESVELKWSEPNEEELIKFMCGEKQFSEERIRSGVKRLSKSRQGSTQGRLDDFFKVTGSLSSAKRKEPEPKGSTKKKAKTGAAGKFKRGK
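Enzyme 10 nM, 15 min RT preincubation with compound; start with substrate 50 nM final; reads at 0 and 15 min; qHTS titration, four-parameter Hill fit.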
TDP1 cell CPT: qHTS for Inhibitors of human tyrosyl-DNA phosphodiesterase 1 (TDP1): qHTS in cells in presence of CPT | chicken DT40 Tdp1-/-;hTDP1 cells + 20 nM CPT, ATP luminescence, 48 h | Potency, µM (titrated, usually from 46.2 µM), for the others: at the highest dose activity change, negative = growth inhibition, most hits filed as inhibitors | 420,000 tested, 12% active | AID 686979, 2013; further: nearly all actives have a fitted effect of over 55% in size
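Chicken DT40 Tdp1-/- cells stably complemented with human TDP1 were seeded at 400 cells/well in medium containing 20 nM camptothecin, exposed to pin-transferred compounds, and grown at 37 °C for at least 48 hr. Viability was read as ATP luminescence.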
N370S GC mod: qHTS Assay for Inhibitors and Activators of N370S glucocerebrosidase as a Potential Chaperone Treatment of Gaucher Disease; N370S GC spleen homogenate, 4MU-glucoside fluorescence; Potency, µM (top dose mostly 59.4 µM), inactives show top-dose activity change, negative = inhibition, most hits filed as inhibitors; 330,000 tested, 0.092% active; AID 2101, 2009;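 further: 0% = full enzyme activity and -100% = no enzyme basal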
* = called active by the depositor; & = joins results of further samples; [ ] = remark or other dose. The call rests on the fitted dose curve; in most records, active means well fitted curve in the direction sought with a large enough effect; inconclusive means small, poorly fitted or top-dose-only effect, or another doubt; inactive means no such curve, though single readings can be large; an effect the other way counts as inactive or inconclusive. Unless noted, on the % scale 0 is the no-effect control and ±100 the full control effect; potency means the concentration at half of the fitted maximal effect. These rows are one share of the data; the hit share may differ from the screen's.

`Cc1ccc(S(=O)(=O)N2CCN(S(=O)(=O)c3ccc4c(c3)OCCO4)CC2)cc1` gave FEN1 inh 7%&0%, TDP1 cell CPT -11%&4% and N370S GC mod -19%.
Screening COCCN(C(=S)Nc1c(C)cc(C)cc1C)C(C)c1cccnc1 (configuration not stated) returned FEN1 inh 10%, TDP1 cell CPT inconclusive and N370S GC mod -8%.
CCOC(=O)c1ccc(NC(=O)c2c(C)oc3nc(C)nc(N4CCCC4)c23)cc1 was read as FEN1 inh 2% and TDP1 cell CPT inconclusive.
`O=C(COC(=O)c1cccs1)NCC1CCCCC1` gave FEN1 inh -2%, TDP1 cell CPT -3% and N370S GC mod 0%.
For Cc1ccc(Oc2nc(CN3CCOCC3)nc3sc4c(c23)CCC(C)C4)cc1C (configuration not stated) the results were FEN1 inh -15%, TDP1 cell CPT -25% and N370S GC mod 5%.
O=C(CCC(=O)N1CCSc2ccccc21)Nc1ccc(F)cc1 was read as FEN1 inh 17%, TDP1 cell CPT -8% and N370S GC mod 0%.
Screening COc1ccc(C2=NN(C(=O)CCC(=O)O)C(c3cccs3)C2)cc1OC (configuration not stated) returned FEN1 inh -8%, TDP1 cell CPT 16% and N370S GC mod -3%.
For NC(=O)CCNC(=O)c1ccc(Cl)cc1 the results were FEN1 inh -2%, TDP1 cell CPT 6% and N370S GC mod 15%.
For COc1ccc(CNC(=O)c2ccc3c(c2)nc2n3CCOC2)c(OC)c1 the results were FEN1 inh -8% and TDP1 cell CPT 1%.
For O=C(Nc1cnn(Cc2ccc(F)cc2)c1)c1cnccn1 the results were FEN1 inh -8%, TDP1 cell CPT -1% and N370S GC mod 4%.
Screening C=C(CCC(=O)c1ccccc1)C(=O)c1ccccc1 returned FEN1 inh -18%, TDP1 cell CPT 6.5µM* and N370S GC mod -7%.
C=CCN(c1ccccc1)S(=O)(=O)c1cccc(C(=O)NCC(c2ccccc2OC)N2CCCC2)c1 (configuration not stated) was read as FEN1 inh -1%, TDP1 cell CPT 18µM* and N370S GC mod -9%.
COc1ccc(NC(=O)Cc2c[nH]c3ccccc23)cc1S(=O)(=O)N1CCOCC1 was read as FEN1 inh 14%, TDP1 cell CPT -5% and N370S GC mod 0%.
For Cc1cccc(NC(=S)NC(C)C(c2ccccc2)N2CCN(C)CC2)c1C (configuration not stated) the results were FEN1 inh 1%, TDP1 cell CPT inconclusive and N370S GC mod inconclusive.
`CCCc1nc(NCC2CCCO2)c2nnn(Cc3ccccc3)c2n1` (configuration not stated) gave FEN1 inh 24%, TDP1 cell CPT inconclusive and N370S GC mod -4%.
For Cc1[nH]c2ccccc2c(=O)c1CN1CCCCC1 the results were FEN1 inh -2%, TDP1 cell CPT -13% and N370S GC mod 4%.
For O=C1C2CCCN2C(c2ccccc2)N1c1ccc(F)cc1 (configuration not stated) the results were FEN1 inh 19%, TDP1 cell CPT 11% and N370S GC mod 3%.
Screening O=C(c1ccc(Cn2c(=O)[nH]c3ccccc3c2=O)cc1)N1CCN(c2ccccn2)CC1 returned FEN1 inh 13%, TDP1 cell CPT inconclusive and N370S GC mod 4%.
`COc1ccccc1CNC(=O)[C@H](C)NC(=O)C1CCN(C(=O)[C@@H](N)C(C)C)CC1` gave FEN1 inh 2%, TDP1 cell CPT -12% and N370S GC mod 2%.
O=C(C1CCCCC1)N1CCCc2ccccc21 was read as FEN1 inh 6% and TDP1 cell CPT -1%.

Brought forward from above: two entries, then new ones.
`COc1ccccc1CNC(=O)[C@H](C)NC(=O)C1CCN(C(=O)[C@@H](N)C(C)C)CC1` gave FEN1 inh 2%, TDP1 cell CPT -12% and N370S GC mod 2%.
O=C(C1CCCCC1)N1CCCc2ccccc21 was read as FEN1 inh 6% and TDP1 cell CPT -1%.
`CCOc1ccc(CCNC(=O)c2cnc(C)cn2)cc1OCC` gave FEN1 inh 5%, TDP1 cell CPT -20% and N370S GC mod -2%.
Screening COc1cccc(N2C(=O)N(c3ccccc3Cl)C3CS(=O)(=O)CC32)c1 (configuration not stated) returned FEN1 inh 1%, TDP1 cell CPT -18% and N370S GC mod 1%.
`O=C(COc1ccccc1-c1ccccc1)N/N=C/c1cccnc1` gave FEN1 inh 10%, TDP1 cell CPT 15µM* and N370S GC mod 9%.
Screening CCCCOC(=O)c1ccc(NC(=O)CN2C(=O)NC3(CCCCCC3)C2=O)cc1 returned FEN1 inh -31% and TDP1 cell CPT 10µM*.
For Cc1ccc(S(=O)(=O)Nc2ccccc2C=Nc2cccc(C)c2C)cc1 the results were FEN1 inh -10%, TDP1 cell CPT inconclusive and N370S GC mod 11%.
`OC(c1ccccc1)(c1ccccc1)c1nccc2ccccc12` gave FEN1 inh -16% and TDP1 cell CPT -28%.
COc1cc2nc(Cl)nc(NC3CC3)c2cc1OC was read as FEN1 inh -7% and TDP1 cell CPT 14µM*.
`O=[N+]([O-])c1cccc(-c2cn3nc(-c4ccccc4)c(-c4ccccc4)nc3n2)c1` gave FEN1 inh -9%, TDP1 cell CPT inconclusive and N370S GC mod 2%.
COc1ccc2c(c1)c(CC(=O)Nc1cc(C)cc(C)c1)c(C)n2C(=O)c1ccc(Cl)cc1 was read as FEN1 inh -14% and TDP1 cell CPT 5%.
Screening CC(CC(=O)NCc1ccc(Cl)cc1)CC1=NS(=O)(=O)c2ccccc2N1 (configuration not stated) returned FEN1 inh 0% and TDP1 cell CPT inconclusive.
CCCOc1ccc(C2C(=O)N(C3CCCCCC3)CC(=O)N2CCCOCC)cc1OC (configuration not stated) was read as FEN1 inh 0% and TDP1 cell CPT inconclusive.
Screening COc1ccc(NC(=O)CN(c2ccccc2C)S(C)(=O)=O)c(OC)c1 returned FEN1 inh -11%, TDP1 cell CPT 2% and N370S GC mod 0%.
For O=C(Nc1nnc(S(=O)(=O)N2CCCc3ccccc32)s1)c1ccc(Cl)cc1 the results were FEN1 inh 0% and TDP1 cell CPT inconclusive.
For NC(=O)NCCC1=CCCCC1 the results were FEN1 inh -3% and TDP1 cell CPT -8%.
COc1cc(C(=O)NC(CCSC)C(=O)OCC(=O)NC(=O)C2CCCCC2)cc(OC)c1OC (configuration not stated) was read as FEN1 inh 5%, TDP1 cell CPT 9% and N370S GC mod -10%.
`NS(=O)(=O)c1ccc(NC(=O)CCCCCN2C(=O)c3ccccc3C2=O)cc1` gave FEN1 inh 1%, TDP1 cell CPT 0% and N370S GC mod 7%.
For Cn1c(C(=O)O)c(S(=O)(=O)c2ccc(Cl)cc2)c2ccccc21 the results were FEN1 inh -3%, TDP1 cell CPT -6% and N370S GC mod 0%.
Screening CCOc1ccc(CCNC(=O)CSC(=S)N2CCCC2)cc1OCC returned FEN1 inh -12%, TDP1 cell CPT 21µM* and N370S GC mod -7%.
For CCn1nccc1C(=O)Nc1ccc(S(=O)(=O)NC23CC4CC(CC(C4)C2)C3)cc1 the results were FEN1 inh -15%, TDP1 cell CPT inconclusive and N370S GC mod 5%.
CCCO/N=C1/C(=O)N(c2ccccc2)c2ccccc21 was read as FEN1 inh 5%, TDP1 cell CPT 13µM* and N370S GC mod 27%.

An excerpt from above in order of SMILES length, largest number first.
COc1cc(C(=O)NC(CCSC)C(=O)OCC(=O)NC(=O)C2CCCCC2)cc(OC)c1OC (configuration not stated) was read as FEN1 inh 5%, TDP1 cell CPT 9% and N370S GC mod -10%.
CCCOc1ccc(C2C(=O)N(C3CCCCCC3)CC(=O)N2CCCOCC)cc1OC (configuration not stated) was read as FEN1 inh 0% and TDP1 cell CPT inconclusive.
Screening CCOc1ccc(CCNC(=O)CSC(=S)N2CCCC2)cc1OCC returned FEN1 inh -12%, TDP1 cell CPT 21µM* and N370S GC mod -7%.
For NC(=O)NCCC1=CCCCC1 the results were FEN1 inh -3% and TDP1 cell CPT -8%.

Next structures:
CCOC(=O)c1[nH]c(COC(=O)CCCOc2ccccc2)c(C(=O)OCC)c1C was read as FEN1 inh -5%, TDP1 cell CPT -8% and N370S GC mod 7%[2.35 µM].
O=C(CSc1nnnn1-c1ccc(F)cc1F)Nc1ccccc1F was read as FEN1 inh 24%, TDP1 cell CPT 2% and N370S GC mod 5%.
`COc1ccc(CCNC(=O)C(=O)Nc2ccc3nc4n(c(=O)c3c2)CCCCC4)cc1OC` gave FEN1 inh 19%, TDP1 cell CPT inconclusive and N370S GC mod -1%.
`CCOC(=O)C1[C@H]2C(=O)N(C(C)c3ccc(OC)cc3)C[C@]23C=C[C@H]1O3` (some centres not stated) gave FEN1 inh 4%, TDP1 cell CPT -15% and N370S GC mod 3%.
`COc1ccccc1CN1CCCC(C(=O)N2CCCCC2)C1` (configuration not stated) gave FEN1 inh 8%, TDP1 cell CPT 2% and N370S GC mod 5%.
For N#CC/C(N)=N/Nc1nc2ccccc2nc1Cc1ccccc1 the results were FEN1 inh 10%, TDP1 cell CPT -13% and N370S GC mod -18%.
Screening COc1cccc(/C=C2\SC(=O)N(CCC(=O)NC3CCS(=O)(=O)C3)C2=O)c1 (configuration not stated) returned FEN1 inh 20%, TDP1 cell CPT -5% and N370S GC mod -2%.
`O=C(C1=C[C@@H](c2ccc(Br)cc2)C[C@@H](OCCCCO)O1)N1CCN(Cc2ccc3c(c2)OCO3)CC1` gave FEN1 inh 2%, TDP1 cell CPT inconclusive and N370S GC mod inconclusive.
For CCCCN1C(=O)c2[nH]nc(-c3ccccc3O)c2C1c1cc(Br)c(O)c(OC)c1 (configuration not stated) the results were FEN1 inh -22% and TDP1 cell CPT inconclusive.
For Cc1ccoc1C(=O)Nc1ccc2ccccc2c1 the results were FEN1 inh 2%, TDP1 cell CPT -18% and N370S GC mod -4%.
For COc1ccc([N+](=O)[O-])cc1N1C(=O)c2cccnc2C1=O the results were FEN1 inh -13%, TDP1 cell CPT 1% and N370S GC mod 4%.
`CCOc1ccc(N(C)C(=O)C2CCN(S(=O)(=O)c3c(C)noc3/C=C/c3ccc(C)cc3)CC2)cc1` gave FEN1 inh -15% and TDP1 cell CPT 4.1µM*.
`Cc1ccc(C(=O)Nc2ccccc2C(=O)NC(Cc2ccccc2)C(=O)O)cc1` (configuration not stated) gave FEN1 inh 8%, TDP1 cell CPT 18% and N370S GC mod 25%.
Screening O=C(O)CCCC(=O)NCCc1cccc(Cl)c1 returned FEN1 inh -16%, TDP1 cell CPT -20% and N370S GC mod 7%.
`S=C1SCCN1Cc1ccccc1` gave FEN1 inh -3% and TDP1 cell CPT 22%.
`COC(=O)c1ccccc1NC(=O)c1ccc2c(=O)n3c(nc2c1)CCCCC3` gave FEN1 inh -19% and TDP1 cell CPT inconclusive.
CCC(=O)N(C(=O)CC)N1CCN(c2ccncc2S(=O)(=O)N2CCCCC2)CC1 was read as FEN1 inh -4%, TDP1 cell CPT inconclusive and N370S GC mod -3%.
Screening Cc1cc(SCC(=O)Nc2ccc(F)cc2F)nc(=O)[nH]1 returned FEN1 inh 17% and TDP1 cell CPT 25%.
Cc1ccccc1NC(=O)COc1ccc2oc(=O)cc(C)c2c1 was read as FEN1 inh -5%, TDP1 cell CPT -21% and N370S GC mod 17%.
For Cn1nc(CC(=O)NCc2ccc(C(F)(F)F)cc2)c2ccccc2c1=O the results were FEN1 inh -12%, TDP1 cell CPT 29µM* and N370S GC mod 0%.
For CCCCCCCCCC(=O)N[C@@H]1c2cc(OC)c(OC)cc2C[C@H]1O the results were FEN1 inh -16% and TDP1 cell CPT inconclusive.
`COCC(=O)Nc1nnc(-c2ccc(C(C)(C)C)cc2)s1` gave FEN1 inh -15%, TDP1 cell CPT -24% and N370S GC mod 29%.
CCc1ccc(C2C(C(=O)Nc3ccccc3)=C(C)Nc3c(C(=O)Nc4ccc(C)cc4)cnn32)cc1 (configuration not stated) was read as FEN1 inh 0% and TDP1 cell CPT inconclusive.
For COc1ccc(CNC(=O)CN2C(=O)COc3ccccc32)c(OC)c1 the results were FEN1 inh -4% and TDP1 cell CPT -4%.
N=C(N)N was read as TDP1 cell CPT -6% and N370S GC mod 1%.
Screening CC1=NN(c2ccccc2)C(=O)C1(C)[N+](=O)[O-] (configuration not stated) returned FEN1 inh 7%, TDP1 cell CPT -6% and N370S GC mod -3%.
`COc1ccc(S(=O)(=O)N2CCN(C(=O)COc3ccc(C)c(C)c3)CC2)cc1OC` gave FEN1 inh -7%, TDP1 cell CPT inconclusive and N370S GC mod -5%.
`O=C(NCCSc1ncc(-c2ccccc2)[nH]1)c1ccco1` gave FEN1 inh -4%, TDP1 cell CPT -28% and N370S GC mod -2%.
COc1ccc(NC(=O)C(CC(C)C)NC(=O)C2CCCCC2)c(OC)c1 (configuration not stated) was read as FEN1 inh -3%&21%, TDP1 cell CPT inconclusive and N370S GC mod 13%.
For CCOC(=O)N1CCN(C(=O)C2CCCN(S(=O)(=O)c3ccc(C)cc3)C2)CC1 (configuration not stated) the results were FEN1 inh 6%, TDP1 cell CPT inconclusive and N370S GC mod 3%.
